Bioassay records: PubChem BioAssay, several laboratories
M1 antag: antagonists of rat M1 muscarinic receptor; CHO-M1 cells, Fluo-4 calcium, ACh EC80 antagonist mode; hits give low values; B-score at 10 µM; actives 3.4% (n = 64,000); AID 628;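 active = calcium fluorescence response, raw or row-and-column corrected B-score, differing from the plate sample mean either way at a set confidence level, mostly lower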
5HT1E ag: agonists of human 5-HT1E serotonin receptor; CHO 5-HT1E Ga15 NFAT-bla reporter, FRET; 0% DMSO wells, 100% control agonist wells; activation, % at 6 µM; actives 0.69% (n = 65,000); AID 574; P28566;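 active = activation above a set limit, the screen-wide mean activation plus 3 SD, cut at about 8.5% in these data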;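 note: 100% = positive control agonist at 1 µM giving full maximal response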
Target sequence (P28566 whole entry, looked up): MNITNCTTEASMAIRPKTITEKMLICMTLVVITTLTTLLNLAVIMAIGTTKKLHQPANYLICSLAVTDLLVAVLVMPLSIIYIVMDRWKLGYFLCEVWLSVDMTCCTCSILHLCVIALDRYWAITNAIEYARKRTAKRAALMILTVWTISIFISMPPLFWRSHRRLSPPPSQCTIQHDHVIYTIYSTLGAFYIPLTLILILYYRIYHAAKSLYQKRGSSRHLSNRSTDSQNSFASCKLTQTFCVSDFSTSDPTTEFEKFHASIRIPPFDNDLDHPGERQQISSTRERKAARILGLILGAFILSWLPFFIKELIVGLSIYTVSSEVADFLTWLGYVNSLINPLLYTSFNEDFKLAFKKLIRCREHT
S1P1 ag pot: agonists and agonism potentiators of human S1P1 receptor; P21453; S1P1 CRE-bla cells, forskolin, beta-lactamase FRET, potentiator mode; S1P1 agonist co-added at EC20, 2 nM; 100% = saturating reference agonist, 0% = basal; activation, % at 9.5 µM; actives 0.57% (n = 56,000); AID 449;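 active = activation above a cutoff set at the mean activation of all tested compounds plus 3 SD, cut at about 54% in these data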;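 note: forskolin at 4 µM as EC80 and the EC20 agonist is SEW2871; 100% = SEW2871 at its EC100 plus forskolin at EC80; some compounds past the cut are filed as inactive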
5HT1E antag: 5-HT1E (human) receptor antagonism; actives 0.99% (n = 65,000); inhibition, % at 6 µM; CHO 5-HT1E Ga15 NFAT-bla reporter, FRET, antagonist; AID 571; P28566;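 active = inhibition above a set limit, the mean inhibition across every tested compound plus 3 SD, cut at about 29% in these data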;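 note: signal is the 460 over 535 nm emission ratio of beta-lactamase substrate; 0% = agonist plus DMSO wells and 100% = wells without agonist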
5HT1a ag: 5-HT1a (human) receptor agonism; activation, % at 10 µM; P08908; AID 567; actives 0.56% (n = 65,000); CHO 5-HT1a Ga15 NFAT-bla reporter, FRET ratio; 0% basal, 100% maximal reference agonist;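 active = activation above the screen-wide mean activation plus 3 SD, cut at about 19% in these data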;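 note: 0% = DMSO wells and 100% = 5-CT at EC100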
Target sequence (P08908 whole entry, looked up): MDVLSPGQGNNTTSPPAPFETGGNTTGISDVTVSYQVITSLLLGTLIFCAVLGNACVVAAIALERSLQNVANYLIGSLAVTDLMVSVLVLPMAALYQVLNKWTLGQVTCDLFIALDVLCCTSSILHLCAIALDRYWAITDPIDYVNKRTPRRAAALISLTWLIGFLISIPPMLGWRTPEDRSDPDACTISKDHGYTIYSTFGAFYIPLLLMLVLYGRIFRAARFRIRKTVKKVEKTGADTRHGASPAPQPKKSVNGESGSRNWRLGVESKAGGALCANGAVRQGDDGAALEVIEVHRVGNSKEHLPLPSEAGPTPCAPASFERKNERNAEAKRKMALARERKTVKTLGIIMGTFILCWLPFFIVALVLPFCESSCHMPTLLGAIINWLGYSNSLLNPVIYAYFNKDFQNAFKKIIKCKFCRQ
S1P3 agonist: activates the human S1P3 receptor; AID 373; actives 0.1% (n = 60,000); S1P3 NFAT-BLA reporter cells, agonism, FRET ratio; relative to 1 µM S1P, basal subtracted; Q99500; activation, % at 4.5 µM;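 active = activation above the screen-wide mean plus 3 SD, cut at about 4.5% in these data, passing the limit was not always enough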; note: some compounds called inactive have numbers as strong as hits
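Material: Human S1P3 NFAT-BLA reporter CHO cells | Incubation: Overnight plating, 4 h compound 37 °C, 2 h substrate RT | Signal: FRET β-lactamase substrate fluorescence, excitation 405 nm, 460/535 nm emission ratio, background-subtracted | Compound: 4.5 µM final, single dose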
5HT1a antag: antagonists of human 5-HT1a serotonin receptor | P08908 | CHO 5-HT1a Ga15 NFAT-bla reporter, antagonist mode | inhibition, % at 10 µM | actives 0.68% (n = 62,000);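 active = inhibition above the mean of all tested compounds plus 3 SD, cut at about 43% in these data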;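 note: receptor stimulated by 5-CT agonist at 100 nM near EC80; beta-lactamase reporter measured by ratiometric fluorescence of a cleavable substrate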
M1 ag: agonists of M1 muscarinic receptor. B-score at 10 µM. CHO-M1 cells, Fluo-4 calcium fluorescence, agonist mode; hits give high values. actives 3% (n = 64,000). AID 626;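 active = fluorescence rise, raw or as B-score row- and column-corrected plate score, outside the 99.7% band of its plate's samples, either direction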
Jurkat tox 60K: reduces viability or proliferation of Jurkat cells; Jurkat E6.1 viability, ATP luminescence, 48 h; inhibition, % at 4 µM; actives 1.2% (n = 56,000); AID 463;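 active = inhibition above the mean inhibition of all tested compounds plus 3 SD, cut at about 28% in these data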
Numbers without * were called inactive; · = not tested or not shown.

SMILES	M1 antag	5HT1E ag	S1P1 ag pot	5HT1E antag	5HT1a ag	S1P3 agonist	5HT1a antag	M1 ag	Jurkat tox 60K
CCn1ncc2c(OCc3ccc(C#N)cc3)cc(C)nc21	-1.5	-0.3	-4	10	4.8	-0.7	8	-0.012	-3
CCOC(=O)N1CCN(C(=O)Nc2sc3nc4n(c(=O)c3c2C)CCC(C)CC4)CC1 (configuration not stated)	0.15	-0.8	2	3	-3.6	-0.7	5	-0.63	2
COc1ccc(-c2cc(C(=O)Nc3ccccc3SC)no2)cc1OC	-0.016	0.7	-6	-15	1.6	-1.3	-14	0.3	-2
CCc1nnc2sc(-c3cc(-c4ccccc4)nc4ccccc34)nn12	0.14	0.3	7	6	0.7	-2.1	5	0.84	-2
CCCN(CCC)CCCNC(=O)c1cn(CCOC)c(=O)c2c1c1ccccc1n2C	-0.78	-0.8	3	3	-2.9	-0.6	12	-0.023	5
CC(C)c1ccc(NS(=O)(=O)c2ccc3[nH]cc(C(=O)N4CCC(C(N)=O)CC4)c(=O)c3c2)cc1	0.14	-0.2	-24	-7	-3.8	-1.5	-4	0.32	-3
CCn1c(SCc2nc3ccccc3nc2C)nnc1-c1cccs1	0.028	1.4	-28	14	0.3	-1.1	-1	-0.26	5
CCCn1c(CCNC(=O)c2cccs2)nc2ccccc21	0.17	0.0	-10	0	-1.1	-0.7	4	-2	-8
COCCn1c(SCc2ccc(C(=O)OC)o2)nc2ccccc2c1=O	-1.5	-1.4	-9	21	-1.0	-0.4	24	-0.036	1
CC(Sc1nc(N2CCCCC2)c2c(c1C#N)CCCC2)C(=O)O (configuration not stated)	0.034	-0.5	5	5	1.2	-4.6	·	-0.4	·
COc1ccc(C(=O)NCc2ccccc2OC)c(OC)c1	-0.84	-0.3	1	9	-2.8	-0.9	5	0.6	0
Cc1ccc(C(=O)NCCNC(=O)CN2CCCC2)cc1	0.0043	0.0	·	-7	9.0	·	-14	-0.23	·
Cn1c(C(=O)NCc2cccs2)cc2c(=O)n(C)c3ccccc3c21	-0.0093	0.0	-22	-10	0.9	-0.8	-8	1	0
COc1cc(NC(=O)CCc2ccccc2)nc(OC)n1	0.3	-0.3	-15	7	-4.7	0.2	4	0.74	-6
Cc1ccccc1-n1nc2c(c1NC(=O)c1ccc(Br)o1)CSC2	-0.0018	0.2	·	-1	1.9	·	1	-2.2	·
N#Cc1nc(COc2ccc(Br)cc2)oc1N1CCCCCC1	0.61	-0.6	-4	2	-2.9	-0.1	20	0.85	-2
COC(=O)CN(c1ccc(OC)cc1)S(=O)(=O)c1ccc(OC)c(OC)c1	0.49	0.6	·	4	20*	2.2	0	-0.11	-3
CCOC(=O)CSc1nnc(CNC(=O)c2ccc(OC)cc2OC)n1C	0.87	-1.3	-6	3	-0.7	-1.4	-2	1.3	0
CSc1cc(C)nc(N(C)C(C)=O)n1	-0.17	0.0	-4	-14	0.3	-1.2	·	0.21	·
CCc1ccc(NC(=O)Cn2c(SC)nc3ccccc32)cc1	-0.041	54*	9	-6	-2.2	-0.8	13	-1.7	1
O=c1[nH]c(CSc2nnc(COc3ccccc3)n2-c2ccccc2)nc2ccccc12	0.062	-0.6	-13	2	-2.4	-0.2	-2	0.51	6
COc1cc(C(=O)Nc2ccc3c(c2)C(=O)N(CCC(=O)O)C3=O)cc(OC)c1OC	0.29	0.0	-6	8	-3.8	-1.1	0	0.11	-1
COc1ccc(/C=N/n2cnnc2SCc2ccccc2)cc1	-0.59	-0.2	-13	1	1.4	-1.3	1	-0.4	-3
Cc1cc(C)cc(-c2nc(-c3ccncc3)no2)c1	0.4	0.2	105*	-7	-2.3	-1.1	-4	1.2	0
CCCCN=C(C)C1=C(O)CSC1=O	-1	0.4	-17	-11	-0.8	1.3	-15	-0.98	-8
C=CCn1c(NC(C)c2cc(Cl)ccc2O)nc2ccccc21 (configuration not stated)	-1.4	-0.1	-5	9	-2.5	-0.9	20	-1.1	10
CCOC(=O)N1CCN(C(=O)c2cccc(-n3c(=S)[nH]c4cc(Cl)ccc4c3=O)c2)CC1	-0.024	-0.1	·	4	1.9	·	-25	-0.8	·
O=C(Cc1cccs1)NCCn1ccc2ccccc21	0.11	1.5	-1	3	-1.4	0.0	-24	0.67	-7
CS(=O)(=O)Nc1ccc(C(=O)NCc2ccco2)cc1	1.1	-1.1	-16	-15	-2.4	0.0	4	-0.13	1
O=C(COC(=O)c1ccc(Cl)c(S(=O)(=O)N2CCCC2)c1)NC1CCCC1	-0.018	-0.2	22	8	-0.1	-1.4	-4	-0.7	-2
C1CCC2=NCCCN2CC1	-0.069	0.3	7	-2	0.2	0.4	-9	-0.011	-6
CCSc1nnc(NC(=O)c2ccco2)s1	0	-1.0	-3	-5	3.1	-1.9	-7	-0.93	-1
Cc1onc(-c2ccccc2Cl)c1C(=O)N1CCN(c2cccc(Cl)c2)CC1	-0.064	0.9	29	29*	1.1	-1.1	30	0.49	61*
Cc1ccc2c(N)c(C)ccc2c1	-0.085	-0.3	-5	-1	-2.9	-0.3	5	0.6	5
CS(=O)(=O)N1CCCC(C(=O)NCCCN2CCN(Cc3ccccc3)CC2)C1 (configuration not stated)	0.52	1.2	-10	-8	-0.1	0.0	-2	2	6
Cc1ccc2c(CN3CCCc4ccccc43)cc(=O)oc2c1C	-0.15	0.3	10	7	-3.4	-0.7	14	0.12	-6
CCc1cc2c(=O)c(-c3nc4ccccc4n3C)c(C(C)C)oc2c(CN2CCN(C)CC2)c1O	-0.28	0.8	-4	1	-0.1	-0.9	-3	0.46	0
COc1ccc2nc3oc(C(=O)NC4CCN(Cc5ccccc5)CC4)cc3cc2c1	-2	0.7	3	-9	0.4	-0.1	-2	-0.14	-3
Cn1cccc1Cc1nnc(SCC(=O)Nc2ccc(F)cc2F)n1-c1ccc(F)cc1	0.028	0.3	-1	1	0.9	0.4	-8	-0.17	-6
O=C(O)C1CCCCC1C(=O)Nc1nccs1 (configuration not stated)	0.31	-0.7	-6	-4	-3.3	0.6	-6	-0.0064	-2
COc1cc(/C=c2\s/c(=C(/C#N)C(=O)N3CCCC3)n(-c3ccccc3)c2=O)ccc1O	-0.43	1.8	-20	25	-1.0	-0.1	-52	48*	-1
COc1ccc(C2=NOC(C(=O)N3CCOCC3)C2)cc1OC (configuration not stated)	-0.39	-0.4	6	10	-3.0	0.0	-20	1.2	0
Cc1cc(=O)n2[nH]c(-c3ccccc3)cc2n1	·	0.2	·	-3	-1.4	-0.9	-13	·	2
O=C(c1ccc(OCC2CCCO2)cc1)N1CCN(c2ccccc2)CC1 (configuration not stated)	-0.013	0.3	13	0	0.6	0.8	0	0.07	-2
Cc1cc(C)nc(-n2nc(C)cc2NC(=O)c2cccc(S(=O)(=O)N(C)C)c2)n1	0.16	-0.4	5	-5	-0.8	-0.4	9	0.74	0
Cc1ccc(S(=O)(=O)NCC(=O)N(CC(=O)NCC2CCCO2)Cc2ccccc2)cc1 (configuration not stated)	0.2	-0.2	-14	2	-1.6	-0.6	-10	-0.61	0
COc1cc(S(=O)(=O)NCCc2ccc3c(c2)OCO3)ccc1-n1cnnn1	-1.2	-0.7	13	10	-1.5	0.2	5	-0.3	-5
CCC1Oc2ccc(C)cc2N(CC(=O)N2CCN(c3ccc(F)cc3)CC2)C1=O (configuration not stated)	0.57	0.0	10	5	0.8	-0.4	12	2.3*	0
COc1ccc(C2C=C(c3ccccc3)Nc3ncnn32)cc1 (configuration not stated)	-0.49	-0.4	-13	27	-4.9	0.5	19	9.7*	-2
O=C(Nc1nnc(COc2ccc(F)cc2)s1)c1cccs1	0.88	1.3	0	5	0.7	-1.1	10	-0.5	4

Part of the list above, as comma-separated lines.
molecule,M1 antag,5HT1E ag,S1P1 ag pot,5HT1E antag,5HT1a ag,S1P3 agonist,5HT1a antag,M1 ag,Jurkat tox 60K
Cc1cc(C)cc(-c2nc(-c3ccncc3)no2)c1,0.4,0.2,105*,-7,-2.3,-1.1,-4,1.2,0
O=C(COC(=O)c1ccc(Cl)c(S(=O)(=O)N2CCCC2)c1)NC1CCCC1,-0.018,-0.2,22,8,-0.1,-1.4,-4,-0.7,-2
COc1cc(C(=O)Nc2ccc3c(c2)C(=O)N(CCC(=O)O)C3=O)cc(OC)c1OC,0.29,0.0,-6,8,-3.8,-1.1,0,0.11,-1
CSc1cc(C)nc(N(C)C(C)=O)n1,-0.17,0.0,-4,-14,0.3,-1.2,·,0.21,·
CC(Sc1nc(N2CCCCC2)c2c(c1C#N)CCCC2)C(=O)O (configuration not stated),0.034,-0.5,5,5,1.2,-4.6,·,-0.4,·

Carrying on.
SMILES	M1 antag	5HT1E ag	S1P1 ag pot	5HT1E antag	5HT1a ag	S1P3 agonist	5HT1a antag	M1 ag	Jurkat tox 60K
CC(=O)Nc1ccc(C(=O)Nc2ccc3c(c2)OCO3)cc1	-0.18	-0.4	4	-8	-5.1	0.0	-5	-0.87	-5
Cc1ccc(Nc2cc(C)nn2-c2nc(C)cc(=O)[nH]2)cc1	-0.0025	0.2	-12	74*	-8.1	-1.7	61*	0.59	94*
CC(=O)N1CCc2cc(S(=O)(=O)CCC(=O)N3CCN(c4ccccn4)CC3)ccc21	0.56	-0.3	-34	-4	-3.7	0.5	10	-1.9	-4
O=C(Nn1c(C2CCC2)nc2ccccc2c1=O)C1CCC1	0.43	0.7	·	-2	-1.1	·	0	0.21	·
CCC(=O)N1CCc2cc(Br)cc(S(=O)(=O)C3(C(=O)OC)CC3)c21	0.087	-0.2	-19	-3	-3.2	1.3	-4	1.7	-5
COc1cc(C(=O)NCc2ccco2)cc(OC)c1OC	-1.8	-0.6	-8	-9	1.7	-1.4	-8	0.02	-2
O=C(NCCc1ccc(Cl)cc1)C1CCN(S(=O)(=O)N2CCCCC2)CC1	-0.63	5.3	26	0	0.0	1.1	-1	1.9*	2
COc1ccccc1CN1C(=S)SC(C)(C)C1NO (configuration not stated)	0.71	0.1	-3	4	-2.5	-0.3	-7	0.19	5
Cc1ccc(C(=O)NCCCNCCCNC(=O)c2ccc(C)nc2)cn1	0.22	-1.1	-13	8	-0.7	-2.9	·	0.27	·
Brc1ccc(OCCOCCN2CCOCC2)cc1	-0.18	1.3	-18	-8	-0.7	0.6	-19	0.021	2
Cc1n[nH]c(=O)nc1NCc1ccc(Cl)cc1	0.35	0.5	-19	-9	-3.4	0.2	-12	-0.41	-2
CCOC(=O)C1CCN(c2ncnc3c2cnn3-c2ccc(OC)cc2)CC1	-0.56	0.3	-6	-1	-2.0	-0.3	·	0.42	·
CCCC(=O)N=C1SC2CS(=O)(=O)CC2N1c1ccc(CC)cc1 (configuration not stated)	0.0046	0.3	·	1	1.2	·	0	0.17	·
CCC(C)(C)NC(=O)CN(Cc1ccc2c(c1)OCO2)C(=O)CCC(=O)Nc1ccccn1	0.01	-0.3	1	-1	-0.4	0.0	-8	0.023	-1
Cc1ccc(NC(=O)C2C(=O)N(CCO)C3(C)CC2c2ccccc2O3)cc1 (configuration not stated)	0.13	-1.2	-7	-8	-1.7	0.6	-3	0.023	-4
CC12CCC(C(=O)NCc3ccco3)(OC1=O)C2(C)C (configuration not stated)	0.27	-0.3	-14	-3	-1.7	-0.1	-7	0.32	-5
O=C(Cc1ccccc1)NCCc1cn2ccsc2n1	0.41	1.6	-9	-2	0.8	-0.4	-12	-0.33	-11
